GC-A act: GC-A (human) enzyme activation; P16066; HEK293 GC-A cells, cGMP TR-FRET, EC30 ANP; 0% at EC30 ANP, 100% saturating ANP; activation, % at 10 µM; hit rate 0.14% among 370,000; in the data active = activation above about 40%
MBD2 DNA inh: MBD2-methylated oligo binding inhibition. hit rate 0.31% among 370,000. AID 686964. TR-FRET, MBD2 binding to methylated oligonucleotide. Q9UBB5. inhibition, % at 4.4 µM; in the data active = inhibition above about 13%
PRMT1 inh: blocks human protein arginine methyltransferase 1 | Q99873 | inhibition, % at 2.79 µM | hit rate 1.3% among 370,000 | recombinant PRMT1, activity-based probe fluorescence polarization | AID 652257;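 active = inhibition above about 21% made by adding two undisclosed values, limit read from the data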
Target sequence (Q99873 whole entry, looked up): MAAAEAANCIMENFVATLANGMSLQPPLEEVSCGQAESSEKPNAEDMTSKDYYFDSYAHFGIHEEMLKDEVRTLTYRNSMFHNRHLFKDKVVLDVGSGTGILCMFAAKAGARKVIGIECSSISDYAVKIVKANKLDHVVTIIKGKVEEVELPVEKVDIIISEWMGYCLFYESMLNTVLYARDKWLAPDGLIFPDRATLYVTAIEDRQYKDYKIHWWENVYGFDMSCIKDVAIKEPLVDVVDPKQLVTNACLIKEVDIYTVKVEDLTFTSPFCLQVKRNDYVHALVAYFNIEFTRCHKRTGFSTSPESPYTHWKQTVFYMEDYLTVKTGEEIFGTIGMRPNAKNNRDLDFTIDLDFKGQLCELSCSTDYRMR
TCR-CD3 inh: blocks the human TCR-CD3 interaction. TAMRA-labeled TCR probe fluorescence, biochemical. inhibition, % at 9.4 µM. hit rate 0.37% among 360,000; in the data active = inhibition above about 19%;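 note: recombinant mutant TCR 2C K166C tagged with TAMRA read by polarization; 0% = receptor in buffer alone and 100% = receptor with positive control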
HTRA1 inhibitor: HTRA1 (human) protease inhibition. recombinant HTRA1, FP-rhodamine activity-based probe, fluorescence polarization. inhibition, % at 5.96 µM. hit rate 0.5% among 340,000. Q92743; in the data active = inhibition above about 36%;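 note: 0% = enzyme with DMSO and 100% = wells lacking enzyme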
SIAE inh: inhibitors of human sialic acid acetylesterase SIAE; SIAE FP-Rh probe binding, fluorescence polarization; hit rate 0.69% among 370,000; AID 1053197; inhibition, % at 9.66 µM;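 active = inhibition above a cutoff: mean of compounds within the control limits plus 3 SD of those, cut at about 17% in these data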;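 note: 0% = plate median of compound wells and 100% = probe without SIAE protein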
Target sequence (Q9HAT2 whole entry, looked up): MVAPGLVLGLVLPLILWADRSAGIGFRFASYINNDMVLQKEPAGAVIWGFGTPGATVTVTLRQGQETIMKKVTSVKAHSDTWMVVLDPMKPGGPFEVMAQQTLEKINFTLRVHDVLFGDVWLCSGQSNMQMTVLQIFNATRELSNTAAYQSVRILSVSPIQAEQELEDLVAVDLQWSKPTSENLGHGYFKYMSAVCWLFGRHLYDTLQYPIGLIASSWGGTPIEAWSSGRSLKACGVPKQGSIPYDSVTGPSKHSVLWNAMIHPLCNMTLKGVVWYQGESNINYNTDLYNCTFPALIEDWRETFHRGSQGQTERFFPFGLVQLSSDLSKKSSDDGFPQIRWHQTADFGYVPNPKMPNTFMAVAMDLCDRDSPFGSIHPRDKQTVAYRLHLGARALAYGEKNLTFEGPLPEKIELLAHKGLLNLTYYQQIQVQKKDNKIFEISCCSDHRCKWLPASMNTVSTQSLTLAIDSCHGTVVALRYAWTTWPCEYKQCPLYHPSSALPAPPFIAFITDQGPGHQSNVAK
NPR2 activator: GC-B (human) receptor activation. P20594. HEK293-GC-B cells, CNP EC30, cGMP TR-FRET; 0% at EC30 CNP, 100% saturating CNP. activation, % at 10 µM. hit rate 0.11% among 370,000;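 active = activation at 10 µM reaching about 35% in either raw or pattern-adjusted values, limit read from the data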
UHRF1 binding: UHRF1 methyl-DNA binding inhibition; hit rate 0.75% among 370,000; inhibition, % at 4.4 µM; Q96T88; UHRF1 binding to methylated oligo, TR-FRET; in the data active = inhibition above about 21%;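 note: UHRF1 SRA domain binding a hemimethylated CpG hairpin DNA probe; 0% = median of test compound wells and 100% = reference inhibitor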
mABHD4 FP: inhibits mouse alpha/beta hydrolase domain 4 | inhibition, % at 8.92 µM | purified mABHD4, FP-Rh probe fluorescence polarization | hit rate 0.54% among 370,000;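 active = inhibition exceeding the mean over every tested compound plus 3 SD, cut at about 30% in these data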;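 note: 0% = plate median of compound wells and 100% = S159A mutant with DMSO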
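Assay system: mABHD4 protein; medium: HEPES pH 7.0, NaCl, Pluronic buffer; dosing: 8.92 µM, single dose; schedule: 45 min + 60 min at 25 °C; signal: FP readout, ex 525 nm / em 598 nm; read-out: normalized percent inhibition of probe labeling; repeats: single replicate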
rCAG RNA binder: binds r(CAG) RNA repeats. r(CAG) RNA repeat, TO-PRO-1 dye displacement fluorescence. inhibition, % at 3 µM. hit rate 1.3% among 370,000. AID 651821;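 active = inhibition above the plate cutoff, the mean of all test compounds on that plate plus 3 SD, cut at about 35% in these data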;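 note: 0% = DMSO alone and 100% = 100 µM mitoxantrone as full dye displacement; higher means more dye released from RNA so lower well fluorescence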
* marks the source's active call; other numbers are inactive results; / = no result given.

SMILES	GC-A act	MBD2 DNA inh	PRMT1 inh	TCR-CD3 inh	HTRA1 inhibitor	SIAE inh	NPR2 activator	UHRF1 binding	mABHD4 FP	rCAG RNA binder
Cc1noc(C)c1-c1nc(CSc2ccccc2)no1	-3	3	3	6	20	2	-3	-1	0	3
COc1cccc(OC)c1-c1nn2c(-c3ccccc3Cl)nnc2s1	3	1	7	-6	-4	-13	6	12	-4	6
CCn1cnc2c1c(=O)n(CC(=O)NCC(F)(F)F)c(=O)n2Cc1ccccc1	12	-3	1	-2	-2	11	9	2	6	-2
OCCNC(=S)NCc1ccccc1	-3	2	-1	5	/	6	-4	0	-3	-2
Cc1ccc(N(CC(=O)NC(C)(C)C)C(=O)CNC(=O)c2cccs2)cc1	0	2	0	0	-5	-4	1	1	-7	-7
COc1cccc2cc(C(=O)NCc3ccccc3)c(=N)oc12	0	-1	-1	5	-3	3	-2	-2	7	-1
O=C(Cn1nc(-c2cccc(Cl)c2)ccc1=O)Nc1ccc(C(=O)NC2CC2)cc1	-2	4	0	-3	1	1	-6	-1	0	0
O=C(Oc1ccccc1Cl)c1ccc(-n2cncn2)nc1	-1	1	-1	4	5	3	-2	1	-2	-3
CCOc1ccc(S(=O)(=O)N2CCN(Cc3ccc4c(c3)OCO4)CC2)cc1Cl	-2	-1	-3	-2	-16	-2	6	0	-6	1
COc1cccc(CCNC(=O)CC2C(=O)NCCN2CC(C)(C)C)c1 (stereo unspecified)	-3	-12	2	9	-2	17*	-1	-2	3	-6
CCOc1ccc(-c2nnn(CC(=O)N3CCN(c4ccc(OC)cc4)CC3)n2)cc1OCC	-1	-3	-1	-1	-4	3	-5	2	1	0
COc1ccc(C(=O)NCc2csc(C)n2)cc1OC1CCN(C(C)=O)CC1	3	-1	-3	0	3	4	3	0	-5	-4
Cc1ccc2nc(NCc3ccccc3)c(C=NCc3ccccc3)c(=O)n2c1	1	4	2	0	-5	-3	4	1	-3	4
OCC1(Cc2ccccc2)CCN(CCCC2CCCC2)CC1	-1	-3	-1	-1	5	-3	-3	2	-5	-4
Cc1ccccc1C(=O)Nc1ccnc(-c2ccncc2)n1	-1	0	4	-5	-6	4	-3	-2	2	-1
CCOC(=O)C1=C(C)N=C2SCCC(=O)N2C1c1sccc1C (stereo unspecified)	-2	7	-2	0	-4	1	-15	-1	1	1
CCN(CC)CC(C)CNC(=O)CC(C(=O)N1CCc2ccccc21)n1ccnc1 (stereo unspecified)	7	-1	0	0	1	0	-2	2	4	-1
CC(=O)Nc1ccc2c(c1)C(=O)c1ccccc1C2=O	7	-6	1	2	8	-6	-6	-8	9	9
C=C1CC2C(CCC3(C)C2CCC3(O)C(C)=O)C2(C)CCC(=O)C=C12 (stereo unspecified)	2	0	2	-5	0	0	-1	2	3	-10
Cc1cccc(NC(=S)NC2CCCC2)n1	2	-3	2	9	-8	-1	2	-1	0	-1
COCCn1c(SCC(=O)Nc2ccc(Cl)cn2)nc2ccccc21	0	5	-2	0	4	3	-2	2	6	-6
Cc1ccc(NC(=O)N2Cc3ccccc3CC2C(=O)NC(C)(C)C)cc1 (stereo unspecified)	1	-4	-2	3	3	12	7	1	-7	4
CCCc1cc(=O)[nH]c(SCC(=O)c2c(N)n(C)c(=O)n(C)c2=O)n1	2	5	3	4	0	2	2	4	-3	5
COc1ccccc1C(NC(C)=O)c1cc(Cl)c2cccnc2c1O (stereo unspecified)	1	-2	-3	5	49*	22*	6	-3	6	3
Nc1ccc(C(=O)OCc2ccncc2)cc1[N+](=O)[O-]	2	-2	-5	3	2	0	-6	-7	5	1

In another format: 14 of the compounds above.
SMILES,GC-A act,MBD2 DNA inh,PRMT1 inh,TCR-CD3 inh,HTRA1 inhibitor,SIAE inh,NPR2 activator,UHRF1 binding,mABHD4 FP,rCAG RNA binder
COc1ccc(C(=O)NCc2csc(C)n2)cc1OC1CCN(C(C)=O)CC1,3,-1,-3,0,3,4,3,0,-5,-4
Cc1ccc2nc(NCc3ccccc3)c(C=NCc3ccccc3)c(=O)n2c1,1,4,2,0,-5,-3,4,1,-3,4
OCC1(Cc2ccccc2)CCN(CCCC2CCCC2)CC1,-1,-3,-1,-1,5,-3,-3,2,-5,-4
Cc1ccccc1C(=O)Nc1ccnc(-c2ccncc2)n1,-1,0,4,-5,-6,4,-3,-2,2,-1
CCOC(=O)C1=C(C)N=C2SCCC(=O)N2C1c1sccc1C (stereo unspecified),-2,7,-2,0,-4,1,-15,-1,1,1
CCN(CC)CC(C)CNC(=O)CC(C(=O)N1CCc2ccccc21)n1ccnc1 (stereo unspecified),7,-1,0,0,1,0,-2,2,4,-1
CC(=O)Nc1ccc2c(c1)C(=O)c1ccccc1C2=O,7,-6,1,2,8,-6,-6,-8,9,9
C=C1CC2C(CCC3(C)C2CCC3(O)C(C)=O)C2(C)CCC(=O)C=C12 (stereo unspecified),2,0,2,-5,0,0,-1,2,3,-10
Cc1cccc(NC(=S)NC2CCCC2)n1,2,-3,2,9,-8,-1,2,-1,0,-1
COCCn1c(SCC(=O)Nc2ccc(Cl)cn2)nc2ccccc21,0,5,-2,0,4,3,-2,2,6,-6
Cc1ccc(NC(=O)N2Cc3ccccc3CC2C(=O)NC(C)(C)C)cc1 (stereo unspecified),1,-4,-2,3,3,12,7,1,-7,4
CCCc1cc(=O)[nH]c(SCC(=O)c2c(N)n(C)c(=O)n(C)c2=O)n1,2,5,3,4,0,2,2,4,-3,5
COc1ccccc1C(NC(C)=O)c1cc(Cl)c2cccnc2c1O (stereo unspecified),1,-2,-3,5,49*,22*,6,-3,6,3
Nc1ccc(C(=O)OCc2ccncc2)cc1[N+](=O)[O-],2,-2,-5,3,2,0,-6,-7,5,1

New compounds follow:
SMILES	GC-A act	MBD2 DNA inh	PRMT1 inh	TCR-CD3 inh	HTRA1 inhibitor	SIAE inh	NPR2 activator	UHRF1 binding	mABHD4 FP	rCAG RNA binder
O=C(OCc1cccc2ccccc12)c1ccc2c(=O)[nH]c(CN3CCOCC3)nc2c1	1	1	-4	-2	-2	-2	4	-3	4	0
COc1cccc(OCC(=O)Nc2ccccc2C(N)=O)c1	3	-5	-1	-3	0	-1	-6	1	3	0
Cc1ccccc1Nc1nc(N)nc(COC(=O)c2cccc(S(=O)(=O)NCc3ccccc3)c2)n1	-3	1	-2	7	-43	-16	1	-3	-21	1
CCOc1ccccc1OC(=O)c1ccco1	1	1	-5	4	2	5	0	0	0	-2
Cc1cccc(N2CCCn3c2nc2c3c(=O)n(CCN3CCOCC3)c(=O)n2C)c1	4	5	0	2	3	4	5	0	-8	4
COCC(=O)N1CCCC(C(=O)c2ccc(-c3ccccc3)cc2)C1 (stereo unspecified)	0	5	2	-6	2	-3	-2	1	0	-8
O=[N+]([O-])c1cccc(N=Cc2ccccc2)c1	1	2	0	2	-2	2	3	-3	5	2
CC(C)(C)S(=O)(=O)/C(C#N)=N/Nc1ccc(C#N)cc1	-1	-1	0	1	-4	-3	3	0	-1	13
CCC(=O)c1cc(Br)ccc1OCC(=O)N1CCN(S(=O)(=O)c2ccccc2)CC1	-4	1	3	-10	-12	1	-8	2	1	-1
Cc1ccc2nc(SCC(=O)N/N=C/c3ccc(C(=O)O)cc3)cc(C)c2c1	3	-8	-1	-1	4	7	-2	2	-5	3
CC(C)CN1C2CCCC1CC(NC(=S)NCc1ccco1)C2 (stereo unspecified)	0	5	1	-3	-6	-4	2	4	1	3
CC(C)(C)OC(=O)N(CCc1ccccc1)Cc1ccccc1OCc1cccc(NC(=O)C2CCCC2)c1	2	1	-5	1	-38	-10	-1	-1	-12	6
Cc1ccc(Cl)cc1N1CCN(C(=O)COc2ccc(S(=O)(=O)NC(C)C)cc2)CC1	-2	-3	-3	5	-12	-1	-7	0	-8	2
CCN(CC)S(=O)(=O)c1ccc(C(=O)N2CCN=C2SC)cc1	2	3	1	4	0	3	-2	3	2	-2
Cc1ccc(S(=O)(=O)N2CCC[C@H]2C(=O)NCc2ccccc2Cl)cc1	-1	-4	-6	0	-2	3	0	1	-5	2
CCc1ccc(N2CC(C(=O)N3CCCC3)CC2=O)cc1 (stereo unspecified)	0	4	2	-2	4	-2	3	3	-1	-7
CC(=O)N=C1SC2CS(=O)(=O)CC2N1c1cccc(Cl)c1Cl (stereo unspecified)	-1	0	2	-8	4	-6	6	-1	10	-2
O=C(CCCN1C(=O)c2ccccc2C1=O)Nc1cccc(S(=O)(=O)NC2=NCCC2)c1	1	0	2	1	0	5	3	-3	1	2
COC(=O)c1ccc(NC(=O)C(=O)N2CCN(C(=S)Nc3cccc(C)c3C)CC2)cc1	4	2	0	9	-7	1	3	-4	5	2
COc1ccc(S(=O)(=O)NC2CCCC2)cc1Cl	0	-2	-4	7	1	-1	0	0	0	0
Nc1[nH]c(C(=O)c2ccccc2)c(-c2ccccc2[N+](=O)[O-])c1C(=O)NCCc1c[nH]c2ccccc12	-4	1	4	-4	/	18*	-7	1	23	15
CCCc1nc2c(C)cc(Br)cn2c1Cc1cccc(F)c1	-1	8	-2	-4	/	0	1	19	3	4
CCCCOc1ccc(-c2nnn(C(C)C(=O)OCC)n2)cc1 (stereo unspecified)	-1	2	0	7	-17	6	-12	0	-7	-3
CC(=O)c1c(NC(=O)c2ccccc2)[nH]c(-c2ccccc2)nc1=S	-1	3	1	-5	-3	-7	-3	7	-13	6
CC(C)C(=O)N/N=C/c1ccc(OCc2ccccc2)cc1	4	-5	-3	4	-7	-1	-4	-3	4	-4

Continuation:
SMILES	GC-A act	MBD2 DNA inh	PRMT1 inh	TCR-CD3 inh	HTRA1 inhibitor	SIAE inh	NPR2 activator	UHRF1 binding	mABHD4 FP	rCAG RNA binder
CC(C)Oc1cccc(C(=O)Nc2ccccc2N2CCOCC2)c1	0	2	-2	1	-7	9	4	4	3	-8
CSc1nc2ccsc2c(=O)n1-c1cccnc1	2	2	-2	7	1	4	1	2	-4	-4
COc1ccc(OC)c(/C=N/NC(=O)CCCC(=O)Nc2cccc(Br)c2)c1	-12	1	-5	4	-32	2	-15	0	-4	0
CCOC(=O)N1CCC(N(CCN(C)C)C(=S)Nc2ccccc2OC)CC1	2	-8	-1	-7	-2	4	4	-1	-1	-5
CC(=O)N1c2c(cc(Br)cc2S(=O)(=O)NCc2cccnc2)CC1C (stereo unspecified)	/	7	1	-4	3	-6	/	5	-2	-2
COCCNC(=S)Nc1ccc(S(=O)(=O)Nc2cnc3ccccc3n2)cc1	4	1	6	1	0	2	5	37*	0	9
CC(=O)Nc1sc(C)c(C)c1C(=O)Nc1ccc(C)cc1	6	-2	-5	4	2	-6	-3	2	1	-2
Cn1nccc1C(=O)NC(=S)Nc1cc(Cl)cc(Cl)c1	-4	-6	0	-4	-11	-5	-1	-2	-9	2

Screening data (PubChem BioAssay)

Only part of the results is shown, so the mix of outcomes need not match the whole.
